DNMT1 inh = inhibitors of human DNMT1. AID 588458. inhibition (reported as % activation of signal), % at 10 µM. hit rate 0.83% among 360,000. DNMT1 molecular beacon, Hinp1I cleavage, fluorescence. P26358; in the data active = inhibition above about 50%
Target sequence (P26358 504-1616 limits assumed): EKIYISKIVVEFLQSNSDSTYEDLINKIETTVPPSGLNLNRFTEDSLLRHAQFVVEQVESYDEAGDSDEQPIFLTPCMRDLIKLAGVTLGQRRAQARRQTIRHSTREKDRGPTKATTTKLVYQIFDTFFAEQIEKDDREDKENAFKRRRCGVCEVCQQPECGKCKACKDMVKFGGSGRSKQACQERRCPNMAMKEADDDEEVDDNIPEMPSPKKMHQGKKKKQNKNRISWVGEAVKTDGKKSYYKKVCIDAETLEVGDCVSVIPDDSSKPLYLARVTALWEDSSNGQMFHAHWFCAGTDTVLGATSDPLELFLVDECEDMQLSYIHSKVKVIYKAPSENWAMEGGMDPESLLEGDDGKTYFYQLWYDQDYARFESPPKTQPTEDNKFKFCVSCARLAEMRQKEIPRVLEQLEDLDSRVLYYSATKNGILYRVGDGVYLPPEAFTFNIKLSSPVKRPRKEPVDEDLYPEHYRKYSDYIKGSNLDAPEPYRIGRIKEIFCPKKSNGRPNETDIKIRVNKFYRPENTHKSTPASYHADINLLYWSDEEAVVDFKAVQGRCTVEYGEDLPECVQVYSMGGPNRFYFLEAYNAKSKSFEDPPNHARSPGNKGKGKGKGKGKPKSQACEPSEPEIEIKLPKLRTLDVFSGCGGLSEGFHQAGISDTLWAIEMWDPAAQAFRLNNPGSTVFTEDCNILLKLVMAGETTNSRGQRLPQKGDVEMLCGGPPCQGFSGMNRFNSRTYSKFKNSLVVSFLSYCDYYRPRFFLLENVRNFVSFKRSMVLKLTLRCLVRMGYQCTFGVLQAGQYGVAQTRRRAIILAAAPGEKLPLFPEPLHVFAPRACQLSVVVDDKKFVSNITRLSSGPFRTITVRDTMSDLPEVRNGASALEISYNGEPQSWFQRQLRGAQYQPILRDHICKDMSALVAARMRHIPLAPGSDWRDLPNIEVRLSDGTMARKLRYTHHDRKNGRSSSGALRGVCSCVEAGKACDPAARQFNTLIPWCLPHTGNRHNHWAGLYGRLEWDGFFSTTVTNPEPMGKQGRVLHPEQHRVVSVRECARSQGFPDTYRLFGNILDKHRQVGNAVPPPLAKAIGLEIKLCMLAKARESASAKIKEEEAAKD
SUMO1 PPI mod = alters human SUMO1 binding to SIM partners | SUMO1 binding to a labelled peptide, TR-FRET, 1 h | inhibition, % at 20 µM | hit rate 0.33% among 360,000 | P63165; in the data active = inhibition above about 37%
MsrA inhibitor = inhibits bovine methionine sulfoxide reductase A | purified bovine MsrA, absorbance read-out | inhibition, % at 15.5 µM | hit rate 0.75% among 360,000 | AID 651718; in the data active = inhibition above about 4.5%;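 also: 0% = vehicle wells with enzyme and 100% = reference inhibitor wells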
NadD block = inhibitors of Staphylococcus aureus NadD; hit rate 0.78% among 360,000; purified NadD enzyme, colorimetric absorbance read-out; inhibition, % at 20 µM; in the data active = inhibition above about 26%; also: some compounds past the cut are filed as inactive
CSN deneddyl inh = inhibitors of human CSN-mediated cullin deneddylation | inhibition, % at 12.5 µM | Purified CSN, SCF-Nedd8-OG deneddylation, fluorescence polarization | hit rate 0.38% among 360,000;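 active = pattern-corrected inhibition above about 35%, with an unprinted fluorescence ratio check between 0.5 and 1.5, limit read from the data, passing the limit was not always enough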;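 also: 0% = enzyme with substrate and 100% = substrate without enzyme; some results filed as inactive read as strong as hits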
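Assay system: purified human Csn5 enzyme expressed in HEK293T cells; Input: 0.24 nM Csn5 enzyme, final concentration; Reagent: 10 nM SCFSkp2-Nedd8OG; Compound dosing: 12.5 µM single point; Times: reaction 90 min, room temperature; Technique: fluorescence polarization readout.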
TbMetRS inhib = Trypanosoma brucei MetRS inhibition. purified T. brucei MetRS, ATP depletion, Kinase-Glo luminescence. inhibition, % at 11.9 µM. hit rate 0.4% among 360,000;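 active = inhibition above a per-plate cutoff of the control wells' mean inhibition plus 3 SD, cut at about 5.5% in these data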;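 also: 0% = DMSO wells median and 100% = median of wells with control inhibitor compound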
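Material – parasite MetRS enzyme · Medium – HEPES-MgCl2-KCl buffer plus DTT, spermine, BSA, pyrophosphatase · Reagent – ATP, methionine and E. coli bulk tRNA substrates · Times – 15 min enzyme-compound preincubation, 2 h reaction, 10 min detection, 25 °C · Measured by – luminescence of leftover ATP · Evaluation – percent inhibition relative to median high and low control wells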
Scp1 inh = Scp-1 (human) phosphatase inhibition; Q9GZU7; Recombinant Scp1, phosphopeptide, malachite green phosphate absorbance; inhibition, % at 20 µM; hit rate 0.88% among 340,000; AID 493091;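 active = inhibition above about 50% at 20 µM, limit read from the data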;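 also: plate controls were DMSO wells with enzyme for no effect and wells lacking enzyme for full effect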
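Test system: SCP-1 catalytic domain; Buffer or medium: Acidic Tris acetate buffer with magnesium and detergent; Also added: Phosphorylated 17-residue peptide substrate; Compound: single 20 µM dose, 1% DMSO; Schedule: enzyme reaction 45 min at room temperature, colour 5 min, stabilisation 30 min; Signal: Phosphate-binding colour reagent, absorbance read at 630 nm.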
LMPTP block = blocks human LMPTP phosphatase; inhibition, % at 20 µM; recombinant LMPTP-A, OMFP fluorogenic substrate, fluorescence intensity; hit rate 0.22% among 360,000;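 active = compounds that cut the enzyme signal by at least half of the control window in the single-dose screen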;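 also: plate controls were DMSO wells with enzyme plus substrate for no effect and substrate without enzyme for full effect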
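Test system – LMPTP-A phosphatase enzyme · Quantity – 0.625 nM LMPTP-A final · Reagent – OMFP substrate, 400 µM final · Dosing – one test concentration per compound, 20 µM, with 3% DMSO overall · Timing – 50 min enzyme reaction at room temperature, protected from light · Detection – fluorescence intensity · Controls – substrate-only low control, DMSO enzyme-plus-substrate high control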
Rpn11 inh = inhibitors of human proteasome Rpn11; O00487; human 26S proteasome, Ub4-pepOG fluorescence polarization; 20S core pre-blocked with epoxomicin; calls only at 20 µM; hit rate 0.59% among 360,000;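 active = inhibition at 20 µM, scaled to each plate's controls, above about 33%, limit read from the data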
STEP block = blocks human striatal-enriched tyrosine phosphatase. recombinant STEP, OMFP fluorogenic substrate, fluorescence. inhibition, % at 20 µM. hit rate 0.25% among 360,000. AID 588621;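 active = inhibition at 20 µM, scaled per plate between control wells, above about 37%, limit read from the data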;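 also: 0% = DMSO with enzyme and substrate and 100% = substrate only without enzyme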
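Assay system: isolated STEP enzyme. Buffer or medium: pH 6.0 Bis-Tris with DTT and Tween 20. Also added: fluorogenic phosphatase substrate OMFP at 25 µM final. Dosing: 20 µM, 1% DMSO. Timing: 20 min reaction, room temperature, in the dark. Measured by: fluorescence intensity, excitation 480 nm, emission 540 nm. Evaluation: normalized % inhibition.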
An asterisk follows results filed as active. Rows were taken by chance; 3.9% or so of the library scored in one or more.

Screening Nc1nc(NS(=O)(=O)c2ccc(Cl)cc2)nn1-c1ccccc1 returned DNMT1 inh 3, SUMO1 PPI mod 0, MsrA inhibitor -0.4, NadD block -9, CSN deneddyl inh -2, TbMetRS inhib -0.2, Scp1 inh -1, LMPTP block -1.7, Rpn11 inh inactive and STEP block -2.
For COc1ccc(-n2nc(C(=O)NCC(=O)N3CCN(c4ccccn4)CC3)c3ccccc3c2=O)c(OC)c1 the results were DNMT1 inh -1, SUMO1 PPI mod 4, MsrA inhibitor -0.5, NadD block 2, CSN deneddyl inh 9, TbMetRS inhib -0.6, Scp1 inh -12, LMPTP block 1.6, Rpn11 inh inactive and STEP block -2.
Screening Cc1onc(-c2ccccc2Cl)c1C(O)c1ccc(F)cc1 (stereo not drawn) returned DNMT1 inh -2, SUMO1 PPI mod 4, MsrA inhibitor -1.0, NadD block 0, CSN deneddyl inh 3, TbMetRS inhib -0.5, Scp1 inh -9, LMPTP block -0.6, Rpn11 inh inactive and STEP block -3.
Screening COc1cc(C(=S)N2CCCC2)cc(Cl)c1OCC(=O)Nc1ccc(C)cc1C returned DNMT1 inh -25, SUMO1 PPI mod 3, MsrA inhibitor 0.4, NadD block 2, CSN deneddyl inh 3, TbMetRS inhib -0.3, Scp1 inh -13, LMPTP block 3.3, Rpn11 inh inactive and STEP block 34.
For O=C(NCc1cccnc1)C1CC(=O)N(c2ccc(F)cc2)C1 (stereo not drawn) the results were DNMT1 inh 0, SUMO1 PPI mod 0, MsrA inhibitor 0.8, NadD block 5, CSN deneddyl inh 2, TbMetRS inhib -0.5, Scp1 inh -13, LMPTP block -2.8, Rpn11 inh inactive and STEP block -2.
Cc1ccc(NC(=O)c2cc(C)nc3ccccc23)cc1 was read as DNMT1 inh -3, SUMO1 PPI mod -3, MsrA inhibitor -0.4, NadD block -3, CSN deneddyl inh 1, TbMetRS inhib -1.4, Scp1 inh -4, LMPTP block -2.4, Rpn11 inh inactive and STEP block -1.
Screening CC(=O)NS(=O)(=O)c1ccc(NC(=S)NC(=O)CC(C)C)cc1 returned DNMT1 inh 2, SUMO1 PPI mod 4, MsrA inhibitor -1.2, NadD block 3, CSN deneddyl inh -12, TbMetRS inhib -0.1, Scp1 inh -3, LMPTP block -1.1, Rpn11 inh inactive and STEP block -1.
Cc1cccc(NC(=O)CSc2nc3sc(C)cc3c(=O)n2C)c1 was read as DNMT1 inh -6, SUMO1 PPI mod -3, MsrA inhibitor 0.8, NadD block 0, CSN deneddyl inh 3, TbMetRS inhib -0.5, Scp1 inh 2, LMPTP block 0.8, Rpn11 inh inactive and STEP block 0.
Screening O=C(Nc1cccc(Cl)c1)c1cc(S(=O)(=O)N2CCCCC2)c[nH]1 returned DNMT1 inh 4, SUMO1 PPI mod 0, MsrA inhibitor 1.0, NadD block 7, CSN deneddyl inh 2, TbMetRS inhib -0.4, Scp1 inh 0, LMPTP block -0.7, Rpn11 inh inactive and STEP block 0.
For COCCCn1c(=NC(=O)c2ccccc2)c(C#N)cc2c(=O)n3cccc(C)c3nc21 the results were DNMT1 inh 38, SUMO1 PPI mod -9, MsrA inhibitor 2.0, NadD block 7, CSN deneddyl inh -22, TbMetRS inhib -0.5, Scp1 inh -3, LMPTP block 3.3, Rpn11 inh inactive and STEP block 2.
`CCCC(=O)Nc1c(-c2cccc(OC)c2)c(=O)c2ccccc2n1C` gave DNMT1 inh 2, SUMO1 PPI mod -3, MsrA inhibitor 2.7, NadD block -2, CSN deneddyl inh 0, TbMetRS inhib -1.6, Scp1 inh -1, LMPTP block -0.6, Rpn11 inh inactive and STEP block -2.
`Cc1cc(C)n2c(SC/C(O)=C(\C#N)c3nc4ccccc4[nH]3)nnc2n1` gave DNMT1 inh 49, SUMO1 PPI mod 35, MsrA inhibitor 3.5, NadD block 25, CSN deneddyl inh 25, TbMetRS inhib -0.3, Scp1 inh 76*, LMPTP block 17, Rpn11 inh inactive and STEP block 0.
`O=C(NCc1ccccn1)c1cc2n(n1)C(C(F)(F)F)CC(c1ccco1)N2` (stereo not drawn) gave DNMT1 inh 0, SUMO1 PPI mod -2, MsrA inhibitor 1.3, NadD block 5, CSN deneddyl inh 5, TbMetRS inhib -0.3, Scp1 inh -17, LMPTP block -0.9, Rpn11 inh inactive and STEP block -5.
Screening CC1CCCN(CCOCCOc2ccc(Cl)cc2Br)C1 (stereo not drawn) returned DNMT1 inh 15, SUMO1 PPI mod -3, MsrA inhibitor 0.8, NadD block -3, CSN deneddyl inh -4, TbMetRS inhib 2.6, Scp1 inh 3, LMPTP block -0.6, Rpn11 inh inactive and STEP block 0.
COc1ccc(CNC(=O)O[C@H]2C[C@@H]3C(=O)N(c4ccccc4)C(=O)[C@@H]3[C@@H]3CN(S(=O)(=O)c4ccc(C)cc4)C[C@]23O)cc1OC was read as DNMT1 inh -3, SUMO1 PPI mod 1, MsrA inhibitor 0.8, NadD block -1, CSN deneddyl inh 3, TbMetRS inhib -0.2, LMPTP block 0.4, Rpn11 inh inactive and STEP block 0.

Brought forward from above: two entries, then new ones.
Screening CC1CCCN(CCOCCOc2ccc(Cl)cc2Br)C1 (stereo not drawn) returned DNMT1 inh 15, SUMO1 PPI mod -3, MsrA inhibitor 0.8, NadD block -3, CSN deneddyl inh -4, TbMetRS inhib 2.6, Scp1 inh 3, LMPTP block -0.6, Rpn11 inh inactive and STEP block 0.
COc1ccc(CNC(=O)O[C@H]2C[C@@H]3C(=O)N(c4ccccc4)C(=O)[C@@H]3[C@@H]3CN(S(=O)(=O)c4ccc(C)cc4)C[C@]23O)cc1OC was read as DNMT1 inh -3, SUMO1 PPI mod 1, MsrA inhibitor 0.8, NadD block -1, CSN deneddyl inh 3, TbMetRS inhib -0.2, LMPTP block 0.4, Rpn11 inh inactive and STEP block 0.
For COc1ccc(Cc2c(-c3ccc(OC)c(OC)c3)nc3ccc(C)cn23)c(C)c1 the results were DNMT1 inh -2, SUMO1 PPI mod -7, MsrA inhibitor 1.5, NadD block 1, CSN deneddyl inh 2, TbMetRS inhib -0.6, LMPTP block 2.9, Rpn11 inh inactive and STEP block -3.
For CCn1c(=O)cc(OCC(=O)NCCC(C)C)c2ccccc21 the results were DNMT1 inh 3, SUMO1 PPI mod -1, MsrA inhibitor -0.7, NadD block -5, CSN deneddyl inh -2, TbMetRS inhib -0.2, Scp1 inh -4, LMPTP block -0.3, Rpn11 inh inactive and STEP block -2.
`CC(O)CNCCOc1cccc(Oc2ccccc2)c1` (stereo not drawn) gave DNMT1 inh 0, SUMO1 PPI mod 2, MsrA inhibitor 0.9, NadD block -6, CSN deneddyl inh -5, TbMetRS inhib -0.8, Scp1 inh -9, LMPTP block -2.3, Rpn11 inh inactive and STEP block -1.
CCC1(C)COC(c2ccc(OC)c(OC)c2)OC1 (stereo not drawn) was read as DNMT1 inh 4, SUMO1 PPI mod 1, MsrA inhibitor -0.1, NadD block 1, CSN deneddyl inh -3, TbMetRS inhib -0.2, Scp1 inh -8, LMPTP block -1.9, Rpn11 inh inactive and STEP block 2.
For Cc1cccc(NC(=O)/C(=C\c2ccco2)NC(=O)c2cccs2)c1 the results were DNMT1 inh -15, SUMO1 PPI mod -3, MsrA inhibitor 2.5, NadD block -1, CSN deneddyl inh 8, TbMetRS inhib -0.2, Scp1 inh -6, LMPTP block 1.7, Rpn11 inh active and STEP block -2.
Cc1cc(C)nc(N(C#N)CC(=O)N(c2ccccc2)C(C)C)n1 was read as DNMT1 inh 0, SUMO1 PPI mod 0, MsrA inhibitor -0.5, NadD block 0, CSN deneddyl inh -2, TbMetRS inhib -1.4, Scp1 inh -3, LMPTP block -1.3, Rpn11 inh inactive and STEP block -2.
Cc1cc(=O)n(-c2ccccc2)n1C was read as DNMT1 inh -1, SUMO1 PPI mod -3, MsrA inhibitor 1.2, NadD block 3, CSN deneddyl inh -2, TbMetRS inhib -1.8, Scp1 inh -3, LMPTP block -0.6, Rpn11 inh inactive and STEP block 0.
Screening O=C(Nc1ccc(NC(=S)NC(=O)c2ccco2)cc1)c1ccccc1 returned DNMT1 inh -3, SUMO1 PPI mod 0, MsrA inhibitor 0.8, NadD block 2, CSN deneddyl inh 1, TbMetRS inhib -0.7, Scp1 inh -3, LMPTP block 0.5, Rpn11 inh inactive and STEP block 2.

Three records drawn at random from those above, as already listed:
CCC1(C)COC(c2ccc(OC)c(OC)c2)OC1 (stereo not drawn) was read as DNMT1 inh 4, SUMO1 PPI mod 1, MsrA inhibitor -0.1, NadD block 1, CSN deneddyl inh -3, TbMetRS inhib -0.2, Scp1 inh -8, LMPTP block -1.9, Rpn11 inh inactive and STEP block 2.
`CC(O)CNCCOc1cccc(Oc2ccccc2)c1` (stereo not drawn) gave DNMT1 inh 0, SUMO1 PPI mod 2, MsrA inhibitor 0.9, NadD block -6, CSN deneddyl inh -5, TbMetRS inhib -0.8, Scp1 inh -9, LMPTP block -2.3, Rpn11 inh inactive and STEP block -1.
Cc1cc(C)nc(N(C#N)CC(=O)N(c2ccccc2)C(C)C)n1 was read as DNMT1 inh 0, SUMO1 PPI mod 0, MsrA inhibitor -0.5, NadD block 0, CSN deneddyl inh -2, TbMetRS inhib -1.4, Scp1 inh -3, LMPTP block -1.3, Rpn11 inh inactive and STEP block -2.

Screens deposited in PubChem BioAssay by several laboratories.
